HePTP inhibitor: human HePTP phosphatase inhibition. P35236. recombinant HePTP phosphatase activity, OD absorbance. inhibition, % at 20 µM. actives 0.64% (n = 110,000); in the data active = inhibition above about 50%;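 also: plate controls were vehicle for no effect and reference inhibitor for full effect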
Target sequence (P35236 whole entry, looked up): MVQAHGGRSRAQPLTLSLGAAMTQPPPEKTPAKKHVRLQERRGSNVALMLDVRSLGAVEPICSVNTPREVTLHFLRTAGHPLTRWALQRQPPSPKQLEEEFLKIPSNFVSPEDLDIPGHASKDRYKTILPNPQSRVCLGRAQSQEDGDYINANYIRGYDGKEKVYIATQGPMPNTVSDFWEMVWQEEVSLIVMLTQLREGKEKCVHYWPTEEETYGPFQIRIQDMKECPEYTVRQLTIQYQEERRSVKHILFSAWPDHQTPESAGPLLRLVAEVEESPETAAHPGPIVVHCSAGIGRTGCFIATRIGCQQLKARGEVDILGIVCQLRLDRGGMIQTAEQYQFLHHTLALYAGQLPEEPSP
BAP1 inh: human BAP1 deubiquitinase inhibition; Q92560; recombinant BAP1, Ub-AMC hydrolysis fluorescence kinetic; active compounds read low; activity remaining (% of control), % at 20 µM; actives 0.48% (n = 72,000); AID 436;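 active = activity remaining at or below 50% of control, provided the compound also passes the data quality filters; inactive = the rest, including low values that fail the filters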;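 also: 100% = DMSO wells rate and 0% = substrate alone blank rate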
Target sequence (Q92560 whole entry, looked up): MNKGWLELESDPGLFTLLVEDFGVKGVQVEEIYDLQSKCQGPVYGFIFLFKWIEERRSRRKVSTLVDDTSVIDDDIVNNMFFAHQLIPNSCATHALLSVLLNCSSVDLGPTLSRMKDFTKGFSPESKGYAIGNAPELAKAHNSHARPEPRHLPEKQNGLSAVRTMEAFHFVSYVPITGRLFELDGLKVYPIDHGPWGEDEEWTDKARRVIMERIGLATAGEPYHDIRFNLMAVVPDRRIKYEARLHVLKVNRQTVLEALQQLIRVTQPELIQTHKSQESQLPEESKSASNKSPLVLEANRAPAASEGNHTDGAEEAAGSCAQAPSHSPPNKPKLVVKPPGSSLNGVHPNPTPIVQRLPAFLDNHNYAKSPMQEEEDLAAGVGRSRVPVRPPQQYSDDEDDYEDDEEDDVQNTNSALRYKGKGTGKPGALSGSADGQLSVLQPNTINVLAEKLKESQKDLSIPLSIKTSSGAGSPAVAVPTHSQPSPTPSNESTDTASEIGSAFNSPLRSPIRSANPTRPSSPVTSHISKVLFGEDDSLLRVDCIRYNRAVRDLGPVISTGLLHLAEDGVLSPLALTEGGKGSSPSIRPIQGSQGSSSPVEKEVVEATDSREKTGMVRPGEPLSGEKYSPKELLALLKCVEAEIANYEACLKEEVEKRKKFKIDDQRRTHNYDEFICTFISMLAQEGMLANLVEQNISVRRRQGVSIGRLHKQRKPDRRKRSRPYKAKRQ
* marks the source's active call; other numbers are inactive results; i = inactive; nt = no result given; & = joins results of further samples.

SMILES | HePTP inhibitor | BAP1 inh
CC(=O)Nc1ccc(N=Cc2ccc[nH]2)cc1 | 9 | 94
CC(NC(=O)C(=O)NCCN1CCN(C(=O)c2ccc([N+](=O)[O-])cc2)CC1)c1ccccc1 (stereo not drawn) | -3 | nt
CC(C)c1nnc(NC(=O)c2cccc(-n3cnnn3)c2)s1 | -2 | 100
C/C(=N\NC(=O)c1cc(C2CC2)[nH]n1)c1ccc(Cl)cc1 | 0 | nt
CCOC(=O)C(=C/C(C)=C/c1ccco1)C(=O)OCC | 3 | nt
O=C(CN1CCCC1)NCC1(c2ccccc2)CCOCC1 | -6 | 104
COc1ccccc1-c1cc(C(=O)Nc2ccc(F)cc2F)no1 | 2 | 78
COc1ccc(-c2noc(CCC(N)=O)n2)cc1OC | 4 | 81
CCCCN(Cc1ccccc1)c1ncnc2nc[nH]c12 | 1 | 91
COc1cc(/C=C2/C(=O)NN(c3ccc(C)c(C)c3)C2=O)cc([N+](=O)[O-])c1O | -2 | nt
CCOC(=O)c1c(-n2cnnn2)sc(C)c1C | 3 | 89
CCOC(=O)N1CCN(C2OC(=O)c3ccccc32)CC1 (stereo not drawn) | 3 | 87
Cc1cccc(OCc2nnc(SCC(=O)Nc3ccc(C)c(C)c3)o2)c1 | -6 | 84
C=CCn1c(O)c(CN2CCOCC2)c(C)c(C#N)c1=O | -2 | 97
O=C(c1cccc([N+](=O)[O-])c1)c1ccc2c(c1)C(=O)N(NC(=O)c1ccco1)C2=O | -4 | nt
C/C(CC(=O)Nc1cccc2c1CCCC2)=N\NC(=O)C(=O)NC1CCCCC1 | 4 | nt
COCC(=O)NCCNc1nc2ccc(C)cc2cc1C | 4 | nt
COc1ccccc1N1CCN(C(=O)CSc2nnc(NC(=O)c3ccco3)s2)CC1 | 6 | 85
CCOc1ccccc1NC(=O)CN(c1ccc(C)c(Cl)c1)S(C)(=O)=O | -10 | nt
CCc1ccccc1NC(=O)Cn1nnc(-c2cccnc2)n1 | -7 | 123
CCOC(=O)C1(C)C(Br)=C(O)C(=O)N1c1ccccc1 (stereo not drawn) | 2 | nt
COc1cc(/C=C(/C#N)C(=O)Nc2cccc(Br)c2)c([N+](=O)[O-])cc1OC | -15 | nt
COC(=O)Cn1nnc(-c2cccc(OC)c2)n1 | 10 | 119
COc1ccc(CCNC(=O)c2cc3sc(Cl)cc3n2C)cc1OC | 4 | 91
COc1ccc(Nc2nc(-c3cc4cc(OC)ccc4oc3=O)cs2)cc1 | -5 | nt

Profiles, looked up by structure.
Shown for CCc1ccccc1NC(=O)Cn1nnc(-c2cccnc2)n1 : HePTP inhibitor: -7; BAP1 inh: 123
Shown for C=CCn1c(O)c(CN2CCOCC2)c(C)c(C#N)c1=O : HePTP inhibitor: -2; BAP1 inh: 97

Next part.
SMILES | HePTP inhibitor | BAP1 inh
CC(C)CN1C(=O)/C(=C/c2ccc(C(C)(C)C)cc2)SC1=S | 0 | nt
CCCCCCCCCCCCCCCCCC(=O)OC(CC(=O)O)C[N+](C)(C)C (stereo not drawn) | nt | 105
CC(=O)Nc1ccccc1C(=O)N1CCN(Cc2ccccc2)CC1 | 6 | nt
O=C(c1cc2cc([N+](=O)[O-])ccc2oc1=O)N1CCN(C/C=C/c2ccccc2)CC1 | -3 | nt
CCOC(=O)c1sc(=NC(=O)c2cccc(OC)c2)n(C)c1C | 2 | 84
Cn1c(C(=O)NCc2ccco2)cc2c(=O)[nH]c3ccccc3c21 | -12 | 88
Cc1ccc(-n2ncc3c(=O)n(CC(=O)NCc4ccco4)cnc32)cc1 | 3 | 56
Cc1ccc(Cn2c(Sc3nnc(C)s3)nc3c2c(=O)[nH]c(=O)n3C)cc1 | -1 | 102
N#Cc1c(/N=C\c2ccc(N3CCCCC3)c([N+](=O)[O-])c2)sc2c1CCCC2 | 4 | nt
O=c1cc2n(c(=O)[nH]1)CCC1=C2CCCC1 | 2 | 100
CCOC(=O)C1=C(C)NC(C)=C(C(=O)OCC)C1C1=COCCO1 | 6 | 97
CCOC(=O)C1=C(C)Nc2ccccc2N=C1NC(=O)CCCN1C(=O)c2ccccc2C1=O | 4 | 89
CCCN1C(=O)c2ccccc2NC1c1c(Cl)cccc1Cl (stereo not drawn) | -7 | nt
Cc1nnc(SCC(=O)Nc2nc3c(s2)CC(C)CC3)s1 (stereo not drawn) | -1 | 121
O=C(Nc1ccccc1)Nc1nnc(-c2cccc(F)c2)s1 | -13 | nt
COC(=O)c1cn(CC(=O)N2CCCCCC2)c2ccccc12 | 10 | 165
Cc1noc(C)c1COC(=O)CCOc1ccccc1 | -3 | 121
O=C(On1c(-c2ccccc2)nc2ccccc2c1=O)c1cccc([N+](=O)[O-])c1 | 7 | nt
Cc1ccc(N2C(=O)c3ccccc3C2Nc2ccccc2F)nc1 (stereo not drawn) | -11 | 86
N#Cc1c(N)n(CCOC(=O)c2ccc(Cl)cc2)c2nc3ccccc3nc12 | 9 | 64
CCOc1ccc2cc(S(=O)(=O)n3nnc4ccccc43)ccc2c1 | -13 | nt
O=C(Nc1cc(Cl)cc(Cl)c1)c1cccc(Cl)c1Cl | -6 | nt
CCCOc1cccc(C(=O)Nc2cc3nn(-c4ccc(OC)cc4)nc3cc2C)c1 | 1 | nt
O=C(CCNc1ccccc1)c1ccc([N+](=O)[O-])cc1 | 7 | nt
CC(C)C12CN3CC(C(C)C)(CN(C1)C31C(=O)Nc3ccccc31)C2=O (stereo not drawn) | 2&2 | 95

Next structures follow.
SMILES | HePTP inhibitor | BAP1 inh
O=C(CSc1nnc(Cc2ccccc2)o1)Nc1ccc(Br)cn1 | 7 | nt
COc1ccc(C2=NOC(C(=O)NCc3ccc(F)cc3)C2)cc1OC (stereo not drawn) | -2 | 111
C[C@H](N)c1nnc(SCc2ccc(Cl)cc2Cl)o1 | -5 | 93
Clc1ccccc1-c1nnc2sc(-c3ccc4c(c3)OCO4)nn12 | 7 | nt
CS(=O)(=O)N(CC(=O)N(Cc1ccccc1)Cc1ccccc1)c1ccc(Cl)cc1 | -9 | nt
COC(=O)c1cc2c(=O)n3ccccc3nc2n(C(C)C)c1=N | 3 | i
O=C(O)c1ccccc1C(=O)Nc1n[nH]c(=S)s1 | 7 | 116
O=C1CC(c2ccc(Cl)cc2)c2cc(Br)c3ccccc3c2N1 (stereo not drawn) | -16 | nt
O=C(NCc1cccnc1)c1c(F)c(F)c(F)c(F)c1F | -8 | 155
COC(=O)c1cccc(NC(=O)c2c(-c3ccccc3Cl)noc2C)c1 | -6 | nt
Cc1cc(C)c(S(=O)(=O)N(C)Cc2cnn(C)c2)c(C)c1 | -1 | 59
COc1ccccc1N1CCN(S(=O)(=O)c2ccccc2F)CC1 | 6 | 60
O=P(c1ccccc1)(c1ccccc1)C(c1ccco1)N1CCOCC1 (stereo not drawn) | 3 | 90
O=C(Cn1nnc(-c2ccc3c(c2)OCO3)n1)N1CCOCC1 | 11 | 66
CN(CCNC(=O)CN1CCN(Cc2ccccc2Cl)C1=O)Cc1ccccc1 | -9 | 88
COc1cc([N+](=O)[O-])ccc1-c1ccc(/C=C(\C#N)C(N)=O)o1 | 12 | nt
CCOC(=O)Nc1cc2c(C)cc(=O)oc2cc1C | 4 | 88
CC(=O)OC(C)C[N+](C)(C)C (stereo not drawn) | 4 | 132&96
C/C(=N\NC(=O)c1cc(-c2ccccc2)n[nH]1)c1ccccc1 | -1 | nt
COc1cc(C(=O)Nc2ccc(S(=O)(=O)NC(C)=O)cc2)cc(OC)c1OC | -14 | nt
Cc1ccc(-c2nnc(SCC(=O)Nc3ccc(S(=O)(=O)N4CCCCCC4)cc3)o2)cc1 | 5 | 75
CCCn1c(NC(=O)c2ccc(Cl)c(S(=O)(=O)N3CCCC3)c2)nc2ccccc21 | 3 | 91
O=C(O)CSc1ccc(I)cc1C(=O)O | 12 | nt
Cc1cc(C)c2nc3s/c(=C\c4cccc(Br)c4)c(=O)n3c2c1 | 11 | nt
O=C1OC(c2ccccc2)=N/C1=C1/c2ccccc2-c2ccc([N+](=O)[O-])cc21 | 2 | nt

Molecules shown so far containing a COOH group:
SMILES | HePTP inhibitor | BAP1 inh
CCCCCCCCCCCCCCCCCC(=O)OC(CC(=O)O)C[N+](C)(C)C (stereo not drawn) | nt | 105
O=C(O)c1ccccc1C(=O)Nc1n[nH]c(=S)s1 | 7 | 116
O=C(O)CSc1ccc(I)cc1C(=O)O | 12 | nt

The results go on.
SMILES | HePTP inhibitor | BAP1 inh
CCOC(=O)C(C(C)=O)=C1SC2CS(=O)(=O)CC2S1 (stereo not drawn) | 4 | 114
COc1ccc(/C(O)=C2/C(=O)C(=O)N(CCCCCC(=O)O)C2c2ccccc2[N+](=O)[O-])cc1 (stereo not drawn) | -19 | nt
CC1CC(C)CN(c2nc3c(c(=O)n(C)c(=O)n3C)n2Cc2ccc(Cl)cc2)C1 (stereo not drawn) | nt | 116
COc1ccc(S(=O)(=O)N(CC(=O)Nc2ccc3c(c2)OCO3)c2ccc(C)cc2)cc1OC | 6 | nt
S=c1[nH]nc(-c2cc3ccccc3o2)n1-c1ccccc1 | 1 | nt
C/C(=N\N=C1\NC(=O)C(CC(=O)Nc2ccccc2C)S1)c1ccc(F)cc1 (stereo not drawn) | 2 | nt
COc1ccc(Cl)cc1C(=O)N1CCN(c2cccc(C)c2C)CC1 | -14 | nt
O=C(c1cccc(Br)c1)N1CCN(c2ccc(F)cc2)CC1 | 7 | nt
O=C(N/N=C/c1c(Cl)cccc1Cl)c1cc(-c2ccc(Br)cc2)n[nH]1 | 7 | nt
Cc1[nH]n2c(=O)cc(C(C)C)nc2c1-c1ccccc1 | 4 | 101
CCOC(=O)C1CCN(C(=O)c2cc3c(-c4ccc(OC)c(OC)c4)nn(C)c3s2)CC1 | 3 | 92
Cc1nc2ccccc2c2c1C(=O)N(c1cccc(O)c1)C2=O | 2 | nt
COc1cccc(NC(=O)CN(c2ccc(OC)c(Cl)c2)S(=O)(=O)c2ccccc2)c1 | 2 | nt
O=C(CCC(=O)OCC(F)(F)C(F)F)Nc1nc2ccccc2s1 | 1 | nt
CN(C)c1ccc(NC(=O)COc2ccccc2Cl)cc1 | 2 | nt
COc1ccc(-c2nc(-c3ccc(Br)o3)no2)cc1OC | -4 | 94
Cc1cc(=O)[nH]c2c(C)c(N)ccc12 | 1 | nt
CCC(=O)Nc1c2c(nn1-c1ccc(F)cc1)CS(=O)C2 (stereo not drawn) | -5 | 98
CC(=O)NC1(C(F)(F)F)C(=O)Nc2c1c(=O)n(C)c(=O)n2C (stereo not drawn) | -7 | 69
CCNC(=O)CSc1nc2ccccc2c(=O)n1OC | -2 | 95
O=C(CSc1nc2ccccc2c(=O)n1-c1ccccc1)c1cc(Cl)sc1Cl | 4 | nt
C/C(=N\N=C\c1ccccc1)C1C(=O)c2ccccc2C1=O | -13 | nt
Cc1ccccc1OCCCN1CCCC1 | 5 | 100
Cc1ccc(-n2nc3c(c2NC(=O)c2ccc(Cl)c([N+](=O)[O-])c2)CSC3)c(C)c1 | nt | 64
Cc1cc2nc(-c3cc(N)ccc3Cl)oc2cc1C | -6 | nt

A portion from the list above, for reference:
SMILES | HePTP inhibitor | BAP1 inh
CC(=O)NC1(C(F)(F)F)C(=O)Nc2c1c(=O)n(C)c(=O)n2C (stereo not drawn) | -7 | 69
CCNC(=O)CSc1nc2ccccc2c(=O)n1OC | -2 | 95
O=C(CSc1nc2ccccc2c(=O)n1-c1ccccc1)c1cc(Cl)sc1Cl | 4 | nt
C/C(=N\N=C\c1ccccc1)C1C(=O)c2ccccc2C1=O | -13 | nt
Cc1ccccc1OCCCN1CCCC1 | 5 | 100
Cc1ccc(-n2nc3c(c2NC(=O)c2ccc(Cl)c([N+](=O)[O-])c2)CSC3)c(C)c1 | nt | 64
Cc1cc2nc(-c3cc(N)ccc3Cl)oc2cc1C | -6 | nt

Following part.
SMILES | HePTP inhibitor | BAP1 inh
O=C1C(O)CC2c3ccccc3CC3(CCCC3)N12 (stereo not drawn) | -4 | 99
Cc1ccc(C2C3=C(CC(C)(C)CC3=O)N(CCN3CCOCC3)C3=C2C(=O)CC(C)(C)C3)cc1 | -1 | nt
O=C(O)c1cccc(CP(=O)(c2ccccc2)c2ccccc2)c1 | -12 | nt
COC(=O)C1=C(C)N(C)C(C)=C(C(=O)OC)C1c1ccccc1OCc1ccccc1 | 1 | nt
COc1ccc(N(CC(=O)O)S(C)(=O)=O)c(OC)c1 | 9 | nt
Oc1ccccc1/C=N/Nc1cc(N2CCCCC2)nc(N2CCCCC2)n1 | 10 | nt
O=C(COC(=O)c1cnccn1)Nc1ccc(Cl)cc1 | 8 | 65
O=C(Nc1ccccc1)c1c(NC(=S)Nc2ccccc2)sc2c1CCCC2 | 7 | nt
COc1cccc(C(=O)Nc2nnc(-c3cccs3)o2)c1 | 3 | 92
CCCC(CCC)C(=O)Nc1ccc2c(c1)N(C(=O)CN1CCOCC1)c1ccccc1CC2 | -1 | nt
COc1ccc(-c2noc(COc3ccc(C)cc3Br)n2)cc1 | -14 | nt
C#CCOC(=O)/C=C/c1cccc([N+](=O)[O-])c1 | 0 | nt
Cn1c(=O)c2c(nc(NCCOc3ccc(F)cc3)n2C)n(C)c1=O | -4 | nt
CC1CCCCC1NC(=O)c1nn(C)c(=O)c2ccccc12 (stereo not drawn) | 1 | 84
CC1=C(C(=O)OCc2ccccc2)C(c2ccccc2I)C2=C(CCCC2=O)N1 (stereo not drawn) | -12 | nt
COc1cccc(OCCNC(=O)Cc2cccc3ccccc23)c1 | -6 | nt
Cc1ccc(NC(=O)c2cc(S(=O)(=O)Nc3ccc(F)cc3)ccc2Cl)cc1 | nt | 63
COC(=O)C1=C(C)NC(=O)C1(NC(=O)CN1CCCC1=O)C(F)(F)F (stereo not drawn) | 2 | 79
COc1cccc(N2C(N)=NC(N)=NC2(C)C)c1 | 0 | 92
O=C(Cn1c(NCCCO)nc2ccccc21)c1ccco1 | -4 | 95
CC1=C(C(=O)Nc2cc(-c3cccc(F)c3)[nH]n2)C2(CCCCC2)OC1=O | 16 | 74
C=CCSc1nc2sc3c(c2c(=O)n1CC(=C)C)CC(C)(C)OC3 | nt | 89
Clc1ccc(-c2nc(-c3ccccn3)no2)cc1 | 7 | nt
